High-throughput results (PubChem BioAssay)
mIAP activ: increases mouse intestinal alkaline phosphatase activity | muIAP, CDP-Star luminescence, 30 min; hits give high values; 1 = vehicle-only enzyme signal, 0 = enzyme-free wells | activation factor at 10 µM | 330,000 compounds, 0.24% hits | AID 2805;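 active = activation factor of at least 2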; note: the source names both 10 and 20 µM as test concentration; values of inactives mirror those of a sister screen read the other way
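also added = chemiluminescent substrate CDP-Star | test system = mouse IAP enzyme | signal = chemiluminescence readout | compound = DMSO-dissolved test compounds | incubation = 30 min at room temperature | benchmarks = DMSO wells, no-enzyme wells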
A3G deaminase: blocks human APOBEC3G single-stranded DNA deamination | AID 493012 | inhibition, % at 20 µM | 330,000 compounds, 0.28% hits | recombinant A3G, ssDNA deamination FAM/TAMRA fluorescence;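 active = inhibition of at least 40% at 20 µM, with no more than 30% in the related APOBEC3A deaminase screen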;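 note: plate controls were DMSO wells with A3G for no effect and wells lacking A3G enzyme for full effect; some compounds called inactive have numbers as strong as hits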
Target sequence (Q9HC16 whole entry, looked up): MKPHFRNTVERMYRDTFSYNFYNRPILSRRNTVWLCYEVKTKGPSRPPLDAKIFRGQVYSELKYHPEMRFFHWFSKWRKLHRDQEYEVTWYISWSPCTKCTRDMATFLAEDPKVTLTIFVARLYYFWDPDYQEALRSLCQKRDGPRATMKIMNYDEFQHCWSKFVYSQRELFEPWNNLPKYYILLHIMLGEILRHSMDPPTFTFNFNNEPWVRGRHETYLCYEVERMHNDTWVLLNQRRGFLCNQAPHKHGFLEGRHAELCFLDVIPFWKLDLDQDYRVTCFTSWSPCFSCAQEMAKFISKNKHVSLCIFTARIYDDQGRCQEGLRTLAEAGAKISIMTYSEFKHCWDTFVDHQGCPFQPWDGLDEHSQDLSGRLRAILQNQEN
mIAP inh: mouse IAP inhibition; purified mouse IAP, CDP-Star luminescence, 30 min; 330,000 compounds, 0.2% hits; inhibition, % at 10 µM;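 active = inhibition of at least 40% at 10 µM in the primary screen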;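 note: plate controls were DMSO with enzyme for no effect and no enzyme wells for full effect; values of inactives mirror those of a sister screen read the other way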
MIN6 prolif: MIN6 beta-cell proliferation induction | proliferation, % at 10 µM | AID 2380 | MIN6 cells proliferation, ATPlite luminescence, 48 h; cells starved in 0.2% serum; 100% = growth in 10% serum | 330,000 compounds, 0.29% hits;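 active = compounds whose signal lies at least 3.5 SD above the mean of all wells on their plate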;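 note: 0% = DMSO-treated cells in low-serum medium and 100% = 10% serum control; some compounds called inactive have numbers as strong as hits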
hIAP act: increases human intestinal alkaline phosphatase activity | purified human IAP, CDP-Star luminescence, 30 min; hits give high values; 1 = vehicle-only enzyme, 0 = enzyme-free background | activation factor at 10 µM | 330,000 compounds, 0.16% hits;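 active = activation factor of the enzyme at least 2-fold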; note: the source names both 10 and 20 µM as test concentration; values of inactives mirror those of a sister screen read the other way
Target sequence (P09923 whole entry, looked up): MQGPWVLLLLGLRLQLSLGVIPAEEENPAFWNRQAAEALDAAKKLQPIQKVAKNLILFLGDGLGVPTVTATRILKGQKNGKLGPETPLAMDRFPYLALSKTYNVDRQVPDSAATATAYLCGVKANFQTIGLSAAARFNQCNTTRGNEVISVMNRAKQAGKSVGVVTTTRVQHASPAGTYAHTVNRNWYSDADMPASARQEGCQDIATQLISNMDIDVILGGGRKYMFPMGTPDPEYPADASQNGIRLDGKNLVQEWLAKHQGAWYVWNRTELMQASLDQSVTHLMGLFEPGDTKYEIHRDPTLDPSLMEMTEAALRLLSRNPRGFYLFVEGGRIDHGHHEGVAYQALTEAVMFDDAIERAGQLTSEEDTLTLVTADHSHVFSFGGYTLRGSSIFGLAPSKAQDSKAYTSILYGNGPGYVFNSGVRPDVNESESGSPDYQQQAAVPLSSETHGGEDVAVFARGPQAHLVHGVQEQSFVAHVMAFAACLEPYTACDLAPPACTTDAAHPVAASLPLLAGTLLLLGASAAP
MPTP inh: blocks calcium-induced mitochondrial swelling. AID 602449. 360,000 compounds, 1.4% hits. inhibition, % at 10 µM. isolated mouse mitochondria, Ca2+ swelling absorbance, 30 min;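 active = inhibition of 50% or more, scaled per plate between neutral and stimulator controls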;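 note: 0% = DMSO wells given calcium and 100% = 1 mM EGTA wells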
hIAP inh: blocks human intestinal alkaline phosphatase. P09923. purified IAP, CDP-Star luminescence, 30 min. inhibition, % at 10 µM. 330,000 compounds, 0.12% hits;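 active = inhibition reaching a set limit with compound at 10 µM in the primary screen, cut at about 35% in these data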;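 note: plate controls were DMSO wells with enzyme for no effect and no-enzyme buffer wells for full effect; values of inactives mirror those of a sister screen read the other way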
ATG4B inhibitor: inhibitors of human ATG4B cysteine protease. Q9Y4P1. ATG4B cleavage of LC3-PLA2, NBD-HPC fluorescence, 1 h. 340,000 compounds, 0.51% hits. inhibition, % at 8.33 µM; in the data active = inhibition above about 40%
APOBEC3A inh: inhibitors of human APOBEC3A DNA deaminase | recombinant A3A, FAM/TAMRA ssDNA deamination fluorescence | inhibition, % at 20 µM | 330,000 compounds, 0.41% hits | P31941 | AID 493011;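 active = at least 40% inhibition at 20 µM here, with at most 30% in a related deaminase screen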;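 note: plate controls were A3A with DMSO for no effect and wells lacking A3A enzyme for full effect; some results filed as inactive read as strong as hits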
Target sequence (P31941 whole entry, looked up): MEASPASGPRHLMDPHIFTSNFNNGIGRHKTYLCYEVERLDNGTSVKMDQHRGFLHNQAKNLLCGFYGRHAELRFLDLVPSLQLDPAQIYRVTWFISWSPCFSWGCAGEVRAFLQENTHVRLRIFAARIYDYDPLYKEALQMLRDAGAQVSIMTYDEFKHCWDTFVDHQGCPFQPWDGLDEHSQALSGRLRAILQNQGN
Starred values were filed as active, the others as inactive.

#	compound	MIN6 prolif	hIAP act	A3G deaminase	APOBEC3A inh	MPTP inh	hIAP inh	mIAP inh	ATG4B inhibitor	mIAP activ
1	Cc1ccc(NC(=O)[C@H](C)NC(=O)C2CCN(C(=O)[C@@H](NC(=O)OC(C)(C)C)C(C)C)CC2)cc1	1	1	-10	-4	-0.6	-3	2	-7	0.98
2	CC(=O)N/C(=C/c1ccc2c(c1)OCO2)C(=O)NCCCO	2	0.89	0	1	2.7	11	6	14	0.94
3	CCCCn1c(N)c(N(CC(C)C)C(=O)CCCc2nc3ccccc3c(=O)[nH]2)c(=O)[nH]c1=O	2	0.94	1	8	-1.7	6	-6	-8	1.1
4	COc1ccc(C(CNC(=O)c2cccc(Br)c2)N2CCCC2)cc1 (centres undefined)	-4	1.1	-3	-3	-4.2	-6	-6	7	1.1
5	CC(Sc1nnc(CN2CCCC2)n1Cc1ccccc1)C(=O)Nc1ccc(F)cc1 (centres undefined)	-6	1.2	-2	-3	0.2	-18	4	-3	0.96
6	Cc1cc(C(=O)CSc2nnc(-c3ccc(Cl)cc3)n2CC2CCCO2)c(C)n1C (centres undefined)	-3	0.91	-7	-5	0.3	9	6	-10	0.94
7	O=C(NCc1ccccn1)c1c(Cl)cccc1Cl	-3	0.95	0	-1	-0.3	5	-7	6	1.1
8	COc1ccc(NC(C)=O)cc1NC(=O)C1CCN(C(=O)Nc2ccccc2)CC1	0	0.88	-6	-2	0.5	12	-4	-4	1

Next part.
#	compound	MIN6 prolif	hIAP act	A3G deaminase	APOBEC3A inh	MPTP inh	hIAP inh	mIAP inh	ATG4B inhibitor	mIAP activ
9	CC(=O)NC12CC3CC(C1)CC(C(=O)OCC(=O)Nc1c(F)cccc1F)(C3)C2	-5	0.98	-3	1	0.5	2	5	-4	0.95
10	CC(=O)Nc1c(F)c(F)c(F)c(F)c1F	2	1.1	2	5	0.1	-9	5	-2	0.95
11	Cc1ccc2nc(C)c(C(=O)N/N=C/c3ccco3)cc2c1	3	0.96	-7	-2	0.6	4	3	-3	0.97
12	COC(=O)C1=C(C)NC2=C(C(=O)c3ccccc32)C1c1cccc(OC)c1 (centres undefined)	1	0.76	6	3	9.6	24	9	0	0.91
13	CCN1CCN(C(=O)c2cc(-c3ccc(Cl)s3)nc3ccccc23)CC1	-1	1	-2	-3	-0.1	-4	-2	-9	1
14	CSc1ccc(CN2CCCC(CO)(Cc3ccccc3)C2)cc1 (centres undefined)	-3	0.98	-8	3	-0.9	2	-11	-5	1.1
15	O=C1c2ccccc2-c2cccc(C(=O)N3CCCCCC3)c21	0	0.93	-6	-3	-0.1	7	-3	33	1
16	O=C(Nc1c2c(nn1-c1ccccc1)CS(=O)(=O)C2)C1CCCC1	6	0.93	-9	-2	0.0	7	2	0	0.98

7 records drawn at random from the list so far:
#	compound	MIN6 prolif	hIAP act	A3G deaminase	APOBEC3A inh	MPTP inh	hIAP inh	mIAP inh	ATG4B inhibitor	mIAP activ
9	CC(=O)NC12CC3CC(C1)CC(C(=O)OCC(=O)Nc1c(F)cccc1F)(C3)C2	-5	0.98	-3	1	0.5	2	5	-4	0.95
6	Cc1cc(C(=O)CSc2nnc(-c3ccc(Cl)cc3)n2CC2CCCO2)c(C)n1C (centres undefined)	-3	0.91	-7	-5	0.3	9	6	-10	0.94
16	O=C(Nc1c2c(nn1-c1ccccc1)CS(=O)(=O)C2)C1CCCC1	6	0.93	-9	-2	0.0	7	2	0	0.98
13	CCN1CCN(C(=O)c2cc(-c3ccc(Cl)s3)nc3ccccc23)CC1	-1	1	-2	-3	-0.1	-4	-2	-9	1
4	COc1ccc(C(CNC(=O)c2cccc(Br)c2)N2CCCC2)cc1 (centres undefined)	-4	1.1	-3	-3	-4.2	-6	-6	7	1.1
14	CSc1ccc(CN2CCCC(CO)(Cc3ccccc3)C2)cc1 (centres undefined)	-3	0.98	-8	3	-0.9	2	-11	-5	1.1
10	CC(=O)Nc1c(F)c(F)c(F)c(F)c1F	2	1.1	2	5	0.1	-9	5	-2	0.95

Continued.
#	compound	MIN6 prolif	hIAP act	A3G deaminase	APOBEC3A inh	MPTP inh	hIAP inh	mIAP inh	ATG4B inhibitor	mIAP activ
17	Nc1nonc1-n1nnc(C(=O)N/N=C/c2ccc(Cl)cc2Cl)c1CN1CCOCC1	1	1.1	0	-1	0.5	-6	10	1	0.9
18	O=C(O)CCNS(=O)(=O)c1cccc(Br)c1	2	0.92	1	5	1.4	8	7	-9	0.93
19	COc1ccc(NC2CCCN(C(=O)CCc3ccccc3F)C2)cc1 (centres undefined)	1	0.98	-10	-5	0.0	2	-5	12	1.1
20	CCOc1ncnc2c1oc1nc(CC(C)C)c3c(c12)CC(C)(C)OC3	2	0.78	-5	3	12	22	10	-3	0.9
21	NC(=O)c1ccsc1NC(=O)COC(=O)/C=C/c1ccc([N+](=O)[O-])cc1	4	1	27	17	2.6	-1	-4	4	1
22	O=C(CSc1nc(=O)n2ccccc2n1)N1N=C(c2cccs2)CC1c1ccc(F)cc1 (centres undefined)	3	0.91	-4	1	0.6	9	8	-5	0.93
23	CC(=O)c1ccccc1OC(=O)CCN1C(=O)C2C3C=CC(C4CC34)C2C1=O (centres undefined)	-4	1	-3	-1	1.2	-4	-3	2	1
24	N#C/C(=C/c1ccc(O)c(O)c1)C(=O)NCc1ccc(Cl)cc1	0	0.77	10	-6	-0.5	23	24	-16	0.76

Next part
#	compound	MIN6 prolif	hIAP act	A3G deaminase	APOBEC3A inh	MPTP inh	hIAP inh	mIAP inh	ATG4B inhibitor	mIAP activ
25	CC(=O)Nc1nc(C)c(Oc2cccc(C(F)(F)F)c2)c(=O)[nH]1	1	0.9	-6	-5	-0.3	10	0	0	1
26	COc1ccccc1CNCc1cc(OC)c(OC)cc1OC	3	0.97	-4	0	-0.6	3	4	6	0.96
27	CCCC[C@@H]1CN=C(N)N1CCc1cccc(F)c1	-4	0.8	-8	-5	14	20	-2	0	1
28	N=c1c2c3c(sc2ncn1N)CCCCC3	3	1.4	-9	-1	1.4	-44	0	-4	1
29	CS(=O)(=O)Nc1cccc(C2=NN(C(=O)c3ccccc3)C(c3cccs3)C2)c1 (centres undefined)	-1	1.1	-2	2	0.5	-9	-8	-21	1.1
30	Cc1cc(Cl)cc(Cl)c1OCCN1CCCC1	3	1.3	-1	11	-0.5	-32	12	2	0.88
31	C=CC[n+]1c(-c2ccccc2)csc1NC(C)(C)C	6	1.1	-5	1	0.3	-11	-4	-8	1
32	CCOc1ccc(C2N(c3cc(C)on3)C(=O)C3CCCN32)cc1OC (centres undefined)	6	1.2	0	-1	-0.1	-17	4	-9	0.96

Carrying on.
#	compound	MIN6 prolif	hIAP act	A3G deaminase	APOBEC3A inh	MPTP inh	hIAP inh	mIAP inh	ATG4B inhibitor	mIAP activ
33	CC1(C)Cc2c(cnn2-c2ccc(F)cc2)C(NC(=O)CCN2CCCC2=O)C1 (centres undefined)	2	1.2	-8	-7	0.3	-22	3	5	0.97
34	CCNC(=O)N1C(=O)C2(OCCO2)c2ccccc21	0	1.1	-9	-4	-4.0	-6	4	-4	0.96
35	CCOC(=O)CC(=O)Nc1ncnc2c1C(c1ccccc1)c1c(ccc3ccccc13)O2 (centres undefined)	-5	1.1	-9	-4	1.2	-9	-7	-9	1.1
36	Cc1cccc2sc(N(CCN(C)C)C(=O)C3CCN(S(=O)(=O)c4cccs4)CC3)nc12	6	0.9	-4	-2	72*	10	2	-13	0.98
37	COc1ccc(NC(=O)c2sc(SCc3ccccc3)nc2N)cc1	-1	0.87	2	2	-0.3	13	24	2	0.76
38	CC1(NC(=O)Cn2cc(C(F)(F)F)ccc2=O)CCS(=O)(=O)C1 (centres undefined)	-1	0.84	-6	1	-0.1	16	-3	-4	1
39	CC(=O)Nc1ccc(S(=O)(=O)N2CCN(C(=O)N3CCOCC3)CC2)cc1	4	0.9	-8	-5	-0.7	10	-6	-7	1.1
40	CCN(CC)CCNS(=O)(=O)c1ccc(Cl)cc1	-1	1.1	-1	1	-1.1	-13	2	8	0.97

The listing continues:
#	compound	MIN6 prolif	hIAP act	A3G deaminase	APOBEC3A inh	MPTP inh	hIAP inh	mIAP inh	ATG4B inhibitor	mIAP activ
41	CC(C)CNC(=S)NC(=O)c1ccc([N+](=O)[O-])cc1	0	1	0	-2	4.0	-3	0	3	1
42	Cc1coc2c(C)c3oc(=O)c(CCC(=O)NCCC(=O)O)c(C)c3cc12	-2	1	-4	-2	-0.5	-4	3	3	0.97
43	COc1ccc(Nc2nc3c(C)cccc3cc2C#N)cc1	-1	0.89	-1	1	2.1	12	-4	-10	1
44	CC(NC(=O)c1ccc(C(C)(C)C)cc1)C(=O)O (centres undefined)	0	0.91	1	6	-2.4	9	0	-1	1
45	Cc1ccc2[nH]c(=O)c(CN(C)C(=O)c3cccs3)cc2c1	1	0.97	-5	-2	-0.7	3	8	-6	0.92
46	CC(=O)Oc1ccc2occ(C(=O)c3ccccc3)c2c1	9	1.1	-1	-3	2.8	-14	2	9	0.98
47	O=C(NC(=S)Nc1ccccc1)c1ccc(Br)o1	-3	1.1	-4	-1	0.9	-6	13	1	0.87
48	CCOC(=O)N1CCN(C(=O)COC(=O)c2cc(Cl)c(O)c(Cl)c2)CC1	-3	1.1	-3	-1	0.7	-12	-10	-1	1.1

Further records.
#	compound	MIN6 prolif	hIAP act	A3G deaminase	APOBEC3A inh	MPTP inh	hIAP inh	mIAP inh	ATG4B inhibitor	mIAP activ
49	Cc1csc(NC(=O)c2cc(C)nc3ccccc23)n1	-3	1	-4	14	4.0	-3	0	-6	1
50	COc1ccc(NC(=O)c2ccco2)cc1NC(=O)c1cccs1	0	0.95	-6	0	-0.6	5	3	1	0.97
51	CCn1cc(C(=O)OCC(=O)N(C)Cc2ccccc2)c(=O)c2ccc(C)nc21	-2	1.2	-4	-6	5.8	-21	-17	-2	1.2
52	Cc1cccc(NC(=O)c2ccc(-n3cccn3)c([N+](=O)[O-])c2)c1	-2	0.98	-3	6	-6.9	2	8	-5	0.92
53	COc1ccc2c(c1)C1NC(=S)N[C@@](C)(O2)C1C(=O)Nc1ccccc1 (some centres undefined)	-1	1.1	-6	0	-1.8	-9	-7	2	1.1
54	O=C1c2ccccc2C(=O)N1CCc1nc(-c2ccccn2)no1	2	0.99	2	1	-0.2	0	-4	-12	1
55	COc1ccc(C(=O)C2CCCN(C(=O)c3ccnn3C)C2)c(C)c1 (centres undefined)	2	1.3	-6	-2	0.6	-28	-2	10	1
56	C[C@H]1CN=C(N(C)C)N1CCC1CCCCC1	6	0.97	-6	-2	1.5	3	4	-16	0.96

The list continues:
#	compound	MIN6 prolif	hIAP act	A3G deaminase	APOBEC3A inh	MPTP inh	hIAP inh	mIAP inh	ATG4B inhibitor	mIAP activ
57	N#Cc1cccc(CN2CCC(=O)N([C@H](CO)Cc3ccccc3)CC2)c1	-5	0.93	-2	0	0.0	7	-9	-4	1.1
58	Cc1ccc(NC(=O)CC2SC(=NC3CCCCC3)NC2=O)cc1 (centres undefined)	1	0.91	-9	-5	-0.5	9	-9	-13	1.1
59	CN(C)/C=C1\N=C(c2ccc3c(c2)OCO3)OC1=O	-2	1.1	-2	-3	2.9	-6	-12	5	1.1
60	O=c1[nH][nH]c(C(F)(F)F)c1C=Nc1ccc(Cl)cc1	-5	1	-7	-6	0.4	-4	-13	-1	1.1
61	CC1CCc2c(sc3ncnc(SCC(=O)Nc4ccc(C(=O)O)cc4)c23)C1 (centres undefined)	0	0.9	-9	-2	0.0	10	10	13	0.91
62	COc1ccccc1N1CCN(C(=O)CCC(=O)Nc2nnc(C(C)C)s2)CC1	2	1.1	-3	-2	-1.9	-7	-2	-2	1
